Screening data: PubChem BioAssay, The Scripps Research Institute Molecular Screening Center
PAFAH1B2 FP inh – blocks human PAF acetylhydrolase 1b catalytic subunit 2 | inhibition, % at 3.39 µM | recombinant PAFAH1B2, FP-rhodamine activity probe, fluorescence polarization | AID 492953 | 340,000 compounds, 1.2% hits | P68402;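 active means inhibition above the mean of all tested compounds plus 3 SD, cut at about 24% in these data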;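 further: 0% = enzyme with DMSO and 100% = wells lacking PAFAH1B2; many of its hits are not listed in these tables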
Target sequence (P68402 whole entry, looked up): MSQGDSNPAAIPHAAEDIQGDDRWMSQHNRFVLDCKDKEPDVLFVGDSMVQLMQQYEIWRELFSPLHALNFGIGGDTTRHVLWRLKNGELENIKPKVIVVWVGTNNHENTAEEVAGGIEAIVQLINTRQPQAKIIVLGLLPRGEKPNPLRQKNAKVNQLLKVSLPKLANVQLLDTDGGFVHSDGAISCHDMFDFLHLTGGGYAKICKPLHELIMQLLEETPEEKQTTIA
LYPLA1 counter – counter-screen for PME1 inhibitors: inhibitors of human LYPLA1 | O75608 | recombinant LYPLA1, FP-Rh probe fluorescence polarization | inhibition, % at 5.9 µM | 320,000 compounds, 0.16% hits;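 active means inhibition above the mean of all tested compounds plus 3 SD, set per campaign, cut at about 14% in these data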;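 further: inhibitors block serine hydrolase probe labeling of LYPLA1 so polarization falls; 0% = enzyme with DMSO and 100% = wells lacking LYPLA1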
PAD4 inh – PAD4 (human) enzyme inhibition. Q9UM07. recombinant PAD4, RCA probe fluorescence polarization. 330,000 compounds, 0.41% hits. inhibition, % at 6.36 µM;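 active means percent inhibition above a cutoff equal to the mean of all tested compounds plus 3 SD, cut at about 15% in these data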;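 further: 0% = PAD4 with RCA probe and DMSO and 100% = probe without PAD4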
PAFAH1B3 FP inh – inhibitors of human PAFAH1B3; AID 492972; inhibition, % at 3.39 µM; recombinant PAFAH1B3, FP-rhodamine probe, fluorescence polarization; 340,000 compounds, 0.28% hits;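 active means inhibition above the screen-wide average of all tested compounds plus 3 SD, cut at about 25% in these data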;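 further: 0% = enzyme with DMSO only and 100% = wells lacking PAFAH1B3 protein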
Target sequence (Q15102 whole entry, looked up): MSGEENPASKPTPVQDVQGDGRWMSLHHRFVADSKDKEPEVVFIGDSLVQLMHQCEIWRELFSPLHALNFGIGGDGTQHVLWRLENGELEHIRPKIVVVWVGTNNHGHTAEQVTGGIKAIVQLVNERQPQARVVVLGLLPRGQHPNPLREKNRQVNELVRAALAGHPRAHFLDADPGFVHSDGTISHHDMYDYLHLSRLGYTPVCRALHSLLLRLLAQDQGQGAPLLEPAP
pPAFAH FP inh – inhibitors of human plasma PAF acetylhydrolase (pPAFAH); Q13093; 330,000 compounds, 1.5% hits; recombinant pPAFAH, FP-rhodamine probe fluorescence polarization; inhibition, % at 3.39 µM;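 active means inhibition above the mean inhibition across the screen plus 3 SD, cut at about 25% in these data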;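 further: inhibitors block binding of the rhodamine activity-based probe so polarization drops; 0% = enzyme with DMSO and 100% = wells lacking pPAFAH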
GSTO1 inh – GSTO1 inhibition, counter-screen for RBBP9 inhibitors. P78417. recombinant GSTO1, activity-based probe fluorescence polarization. inhibition, % at 5.96 µM. 300,000 compounds, 1.1% hits;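 active means inhibition above the campaign mean inhibition plus 3 SD, cut at about 35% in these data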;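 further: 0% = GSTO1-1 with DMSO and 100% = wells lacking GSTO1-1 enzyme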
Target sequence (P78417 whole entry, looked up): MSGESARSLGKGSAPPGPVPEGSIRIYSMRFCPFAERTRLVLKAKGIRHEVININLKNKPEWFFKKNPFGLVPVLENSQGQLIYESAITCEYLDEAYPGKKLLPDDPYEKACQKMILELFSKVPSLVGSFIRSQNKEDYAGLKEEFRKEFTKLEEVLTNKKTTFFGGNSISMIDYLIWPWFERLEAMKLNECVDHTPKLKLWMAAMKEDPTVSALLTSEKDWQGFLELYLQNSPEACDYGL
PME-1 inh – PME-1 (human) inhibition | Q9Y570 | recombinant PME-1, FP-Rh probe fluorescence polarization | inhibition, % at 5.9 µM | 320,000 compounds, 0.53% hits | AID 2130;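 active means inhibition above the campaign mean of all compounds plus 3 SD, cut at about 26% in these data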;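 further: competitive labeling of PME-1 active site by serine hydrolase directed probe; 0% = PME-1 with DMSO and 100% = wells lacking PME-1 enzyme; inhibitors block probe labeling so polarization falls and inhibition rises; many of its hits are not listed in these tables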
Target sequence (Q9Y570 whole entry, looked up): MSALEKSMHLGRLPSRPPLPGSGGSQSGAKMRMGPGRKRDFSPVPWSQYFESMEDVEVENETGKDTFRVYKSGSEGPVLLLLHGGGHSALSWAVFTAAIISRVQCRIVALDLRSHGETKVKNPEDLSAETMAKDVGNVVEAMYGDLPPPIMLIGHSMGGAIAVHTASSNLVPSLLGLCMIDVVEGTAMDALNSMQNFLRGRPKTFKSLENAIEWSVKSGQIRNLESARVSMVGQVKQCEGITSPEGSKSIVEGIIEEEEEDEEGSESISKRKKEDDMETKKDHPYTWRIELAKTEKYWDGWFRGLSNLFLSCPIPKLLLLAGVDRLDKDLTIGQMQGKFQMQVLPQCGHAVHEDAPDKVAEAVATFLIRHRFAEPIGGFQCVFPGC
PAFAH2 FP inh – PAFAH2 (human) inhibition; Q99487; recombinant PAFAH2, FP-rhodamine activity probe, fluorescence polarization; inhibition, % at 3.39 µM; 340,000 compounds, 0.99% hits;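 active means inhibition above the mean over all tested compounds plus 3 SD, cut at about 30% in these data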;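 further: inhibitors block probe labeling of enzyme so polarization drops; 0% = enzyme with DMSO and 100% = wells lacking PAFAH2 protein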
LYPLA2 counter – LYPLA2 (human) inhibition in PME1 counter-screen. inhibition, % at 5.9 µM. 320,000 compounds, 0.38% hits. O95372. recombinant LYPLA2, FP-Rh probe fluorescence polarization. AID 2177;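 active means inhibition above the screen-wide mean plus 3 SD, limit set per campaign, cut at about 26% in these data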;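 further: 0% = LYPLA2 with DMSO and 100% = wells lacking LYPLA2 enzyme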
* hit, by the source's call; · = no result given; & = joins results of further samples.

SMILES	PAFAH1B2 FP inh	LYPLA1 counter	PAD4 inh	PAFAH1B3 FP inh	pPAFAH FP inh	GSTO1 inh	PME-1 inh	PAFAH2 FP inh	LYPLA2 counter
O=C(CN1CCC(n2nnc3cc(C(F)(F)F)ccc32)CC1)NNC(=O)c1ccco1	8.7	0.9	2.7	-6.6	6.0	1.6	-3.4	-14.0	5.0
COc1ccccc1C(c1nnnn1Cc1ccco1)N1CCN(c2cccc(C)c2C)CC1 (stereo not given)	-3.8	8.6	-4.5	5.4	-4.0	-6.0	-1.4	14.8	5.4
O=C(Nc1ccccc1)C1CCN(S(=O)(=O)c2ccc3c(c2)OCCO3)CC1	-2.3	0.8	-3.3	5.3	4.4	0.5	4.9	0.1	3.3
CCCCS(=O)(=O)NC1=NCN(CCOC(=O)c2ccccc2)CN1	2.7	5.4	-0.1	4.6	-0.7	7.0	3.2	1.8	9.3
CC1CN(C(=O)C2CCCN2S(=O)(=O)c2ccc(Cl)cc2)CC(C)O1 (stereo not given)	1.6	-1.1	8.5	-0.7	2.2	4.7	-0.9	6.0	-0.1
N[C@@H](CO)c1cn([C@@H](Cc2cc3ccccc3[nH]2)C(=O)N2CCNCC2)nn1	1.5	-0.8	-1.1	-2.0	3.0	4.0	4.5	5.4	-1.2
CCCC(=O)c1ccc(N2CCN(C(=O)c3cccs3)CC2)c(F)c1	4.1	-2.3	-3.3	0.9	7.3	3.3	-2.6	0.4	8.2
COc1ccccc1C(=O)Nc1ccc(S(=O)(=O)N2CCCC2)cc1	4.2	-2.1	-2.3	10.9	7.5	-0.2	0.8	6.5	2.8
CCCOc1ccc(NC(=O)C2CC(=O)N(C)C(=Nc3cccc(OC)c3)S2)cc1 (stereo not given)	-3.2	-3.5	0.4	-1.4	3.5	8.0	-8.1	8.4	4.3
O=C1CSC(=S)N1Cc1cccnc1	-12.5	-18.4	-110.6	-10.9	-16.2	-55.2	-39.6	-17.9	-21.1
CC(C)c1ccc(Nc2nnc(SCC(=O)NCC3CCCO3)s2)cc1 (stereo not given)	8.6	·	2.3	10.1	7.6	·	·	1.5	·
COc1ccc(-c2c(-c3cc(OC)cc(OC)c3)n(C)c3ccc(-c4ccc(S(N)(=O)=O)cc4)cc23)cc1	9.5	-3.9	-3.9	10.0	6.1	·	0.8	3.7	-3.1
COc1ccc(N2CCN(C3CCCN(Cc4ccccc4OCCO)C3)CC2)cc1 (stereo not given)	4.7	2.4	-1.6	4.0	-2.3	2.6	0.8	-2.2	0.3
CNc1nc(NC)nc(-n2c(C(F)(F)F)nc3ccccc32)n1	1.5	-2.0	6.2	5.2	-3.6	1.3	0.4	-2.8	-14.7
O=S(=O)(NCc1ccccc1)c1cccc(S(=O)(=O)N2CCOCC2)c1	8.9	2.7	-1.6	6.0	-11.1	0.9	14.9	1.0	-0.1

Brought forward from above: two compounds, followed by the next part.
SMILES	PAFAH1B2 FP inh	LYPLA1 counter	PAD4 inh	PAFAH1B3 FP inh	pPAFAH FP inh	GSTO1 inh	PME-1 inh	PAFAH2 FP inh	LYPLA2 counter
CNc1nc(NC)nc(-n2c(C(F)(F)F)nc3ccccc32)n1	1.5	-2.0	6.2	5.2	-3.6	1.3	0.4	-2.8	-14.7
O=S(=O)(NCc1ccccc1)c1cccc(S(=O)(=O)N2CCOCC2)c1	8.9	2.7	-1.6	6.0	-11.1	0.9	14.9	1.0	-0.1
C=CCn1c(-c2cccnc2Cl)nc2ccccc21	-3.5	1.4	-0.4	-0.3	1.2	7.2	5.8	10.0	5.2
Cc1cccc(NC(=O)COc2ccc(Br)cc2C)n1	2.0	3.3	-2.7	4.9	2.0	1.3	-147.5	7.7	0.7
NS(=O)(=O)c1ccc(C(=O)O)cc1	0.9	2.1	-4.2	3.9	2.7	3.2	2.0	2.0	3.5
COCCn1c(SC(C(=O)Nc2cc(C)ccc2OC)c2ccccc2)nnc1-c1ccc(Cl)cc1 (stereo not given)	-0.1	-1.7	-1.4	-5.9	4.3	0.0	-1.3	-9.5	1.8
CCOC(=O)c1c(CN2CCCCC2)oc2ccc(OC)cc12	7.2&0.5	-2.3&-1.4	-9.4&0.7	1.6&-1.7	-7.3&2.8	0.6&2.3	0.1&1.2	-1.6&-0.7	-4.1&-3.5
CN1CCN(c2nc3c(c(=O)n(C)c(=O)n3C)n2Cc2ccccc2Cl)CC1	0.6	3.6	-0.4	-2.7	4.8	-3.4	-0.2	2.0	5.9
COc1cc(/C=N/NS(=O)(=O)c2ccc(Br)cc2)ccc1O	14.3	3.4	5.3	3.3	2.5	7.4	2.2	-13.2	5.5
Cc1ccc(N(CC(=O)N/N=C/c2cccs2)S(C)(=O)=O)cc1Cl	-0.9	-0.3	2.6	3.1	8.8	-1.8	2.7	1.6	2.2
COC(=O)c1cccc(NC(=S)NCCC2=CCCCC2)c1	-0.2	-1.4	-2.7	3.5	-2.7	-2.3	3.1	0.7	-3.1
COc1ccc(Cl)cc1C(=O)NNC(=O)c1nn(C)c(=O)c2ccccc12	9.9	·	-0.8	6.4	4.0	·	·	8.7	·
CCCOc1cc(C)nc(-c2ccccc2O)n1	1.7	1.0	-4.1	-2.7	-3.3	11.9	-2.0	-1.7	4.4
CC(C)(O)CCC(C)(C)O	0.7	0.5	0.4	2.4	-4.4	·	-2.9	-1.4	-0.7
CN(C(=O)c1nn(C)c2c1CSc1ccccc1-2)c1ccccc1Cl	-2.4	1.8	3.4	-0.8	7.8	3.1	2.7	1.9	1.0
O=C(CC1CCCCC1)NC1CCCC1	4.0	0.9	-0.6	9.1	-0.1	0.1	1.6	4.9	1.1
O/N=C/c1ccccc1OCc1ccccc1F	9.1	1.1	-7.1	-2.2	-0.7	-0.4	-2.3	-15.9	3.5
COC(=O)CC1(C(=O)OC)Oc2ccc(Br)cc2C(=O)N1c1cccc(Cl)c1Cl (stereo not given)	1.7	0.5	2.4	0.6	-1.2	3.6	3.1	-7.4	1.7
CC(C)N(C(=O)[C@H]1C[C@H](CC(=O)NCc2ccco2)C(=O)N2CCc3c([nH]c4cc(CCC(=O)N(C)C)ccc34)[C@]12C)C(C)C	2.0	·	5.0	2.1	9.2	·	·	2.6	·
CCn1nc(C(=O)NNC(=O)CCOc2cc(C)ccc2C)c2ccccc2c1=O	2.3	-2.3	-1.5	5.5	1.3	-1.8	-2.2	0.4	0.1
COC(=O)c1ccc(NC(=O)NS(=O)(=O)c2ccc(C)cc2)cc1	2.6	-4.1	0.3	7.8	0.9	-4.2	1.5	2.9	-4.8
Cc1ccc(/C=C(/C#N)c2nc(CCN3C(=O)c4ccccc4C3=O)cs2)cc1	-0.7	-2.4	2.5	-1.8	4.8	-2.1	-7.8	-5.2	1.9
CCOC(=O)N1CCN(S(=O)(=O)N2CCCC(C(=O)NCCc3ccc(Cl)cc3)C2)CC1 (stereo not given)	6.2	-1.0	3.9	7.3	6.1	7.2	-1.0	0.9	1.4
Cc1ccc(CN=C(N)Nc2nc(C)cc(C)n2)cc1	2.3	2.6	-1.1	2.4	2.2	7.9	-9.0	1.2	0.8
O=C(Nc1ccccc1)N(CCN1CCOCC1)Cc1ccccc1F	1.1	1.5	-3.8	5.7	2.4	5.0	3.7	-5.7	0.9
CCC(CC)C(=O)c1c[nH]c(C(=O)NCC2CCCO2)c1 (stereo not given)	-1.0	1.0	-0.6	5.9	2.2	5.8	1.0	0.6	0.2
COC(=O)C(Cc1ccc(O)cc1)NC(=O)CCOc1ccc(OC)cc1 (stereo not given)	1.2	-1.6	1.2	4.1	-3.8	3.4	2.2	0.5	5.1
COc1ccc(S(=O)(=O)N2CCCCCC2)cc1C(=O)OC(C)C(N)=O (stereo not given)	4.9	-0.4	0.1	11.2	2.8	3.3	1.5	-1.2	-1.0
Cc1ccccc1OCc1nnc(SCC(=O)N2CCc3ccccc32)n1C	3.6	-0.9	1.3	6.9	2.4	-4.7	-5.3	4.4	11.5
c1ccc(CNc2nc3ccccc3[nH]2)cc1	3.1	-1.2	2.6	12.7	3.5	5.1	-1.8	4.9	-2.7
CC1CCCC(NC(=O)c2ccc3c(c2)OCCO3)C1C (stereo not given)	4.1	2.5	-6.0	1.1	2.6	·	1.8	28.5	0.2
CCNC(=O)N1CCCC(C(=O)c2ccc(OC)c(OC)c2)C1 (stereo not given)	4.5	-3.3	-1.7	4.1	1.9	-1.7	0.6	4.8	-2.1
CCSC1=NCN(CCCC(=O)O)CN1	2.3	4.6	-0.8	8.1	-3.0	8.8	-1.4	4.6	8.6
Cc1ccc(CNC(=O)COC(=O)c2cccc(S(=O)(=O)N3CCCCC3)c2)cc1	-0.1	-0.3	-2.1	4.2	3.8	·	9.2	17.5	2.0
Cc1cccc(C)c1-n1nnnc1S(=O)(=O)Cc1ccccc1Cl	3.4	-3.6	1.3	-0.8	-1.8	2.4	2.0	8.4	-4.4
Cc1ccccc1C(=O)N1CCN(c2ccc(NC(=O)c3ccc4c(c3)OCCO4)cc2)CC1	5.2	1.4	-3.0	1.2	7.0	-3.3	0.4	-2.0	12.9
O=C(N1CCCCCC1)N1CCN(S(=O)(=O)N2CCOCC2)CC1	3.8	0.5	-4.7	1.2	5.9	-8.9	5.3	6.4	1.1
Cc1ccc(NC(=O)C(c2ccccc2)N2CCN(CC(=O)NC3CC3)CC2)cc1 (stereo not given)	-1.1	4.3	-3.9	5.1	1.4	·	-2.6	-3.4	7.8
CCS(=O)(=O)Nc1cccc(C2=NN(S(=O)(=O)CC)C(c3ccccc3)C2)c1 (stereo not given)	-0.6	3.4	-3.6	1.0	1.5	3.0	3.8	3.3	3.0

Of the compounds above, these contain a Cl atom.
SMILES	PAFAH1B2 FP inh	LYPLA1 counter	PAD4 inh	PAFAH1B3 FP inh	pPAFAH FP inh	GSTO1 inh	PME-1 inh	PAFAH2 FP inh	LYPLA2 counter
CC1CN(C(=O)C2CCCN2S(=O)(=O)c2ccc(Cl)cc2)CC(C)O1 (stereo not given)	1.6	-1.1	8.5	-0.7	2.2	4.7	-0.9	6.0	-0.1
C=CCn1c(-c2cccnc2Cl)nc2ccccc21	-3.5	1.4	-0.4	-0.3	1.2	7.2	5.8	10.0	5.2
COCCn1c(SC(C(=O)Nc2cc(C)ccc2OC)c2ccccc2)nnc1-c1ccc(Cl)cc1 (stereo not given)	-0.1	-1.7	-1.4	-5.9	4.3	0.0	-1.3	-9.5	1.8
CN1CCN(c2nc3c(c(=O)n(C)c(=O)n3C)n2Cc2ccccc2Cl)CC1	0.6	3.6	-0.4	-2.7	4.8	-3.4	-0.2	2.0	5.9
Cc1ccc(N(CC(=O)N/N=C/c2cccs2)S(C)(=O)=O)cc1Cl	-0.9	-0.3	2.6	3.1	8.8	-1.8	2.7	1.6	2.2
COc1ccc(Cl)cc1C(=O)NNC(=O)c1nn(C)c(=O)c2ccccc12	9.9	·	-0.8	6.4	4.0	·	·	8.7	·
CN(C(=O)c1nn(C)c2c1CSc1ccccc1-2)c1ccccc1Cl	-2.4	1.8	3.4	-0.8	7.8	3.1	2.7	1.9	1.0
COC(=O)CC1(C(=O)OC)Oc2ccc(Br)cc2C(=O)N1c1cccc(Cl)c1Cl (stereo not given)	1.7	0.5	2.4	0.6	-1.2	3.6	3.1	-7.4	1.7
CCOC(=O)N1CCN(S(=O)(=O)N2CCCC(C(=O)NCCc3ccc(Cl)cc3)C2)CC1 (stereo not given)	6.2	-1.0	3.9	7.3	6.1	7.2	-1.0	0.9	1.4
Cc1cccc(C)c1-n1nnnc1S(=O)(=O)Cc1ccccc1Cl	3.4	-3.6	1.3	-0.8	-1.8	2.4	2.0	8.4	-4.4

A portion of the library. The share of hits here may be higher or lower than overall.
